JMJD2A Tudor – qHTS Assay for Inhibitors of JMJD2A-Tudor Domain | Potency, µM (series often up to 114 µM), for inactives: at the top dose activity change, negative = inhibition, actives largely listed as inhibitors | AID 504339, 2011 | Lysine-specific demethylase 4A (Homo sapiens), O75164 | 390,000 compounds, 4.4% hits | AlphaScreen JMJD2A-Tudor / H3K4me3 peptide binding; note: % is set by controls: 0 for no effect and ±100 for the full control effect; nearly all actives have a fitted effect of over 50% in size
HP1b binding inh – HTS for Inhibitors of HP1-beta Chromodomain Interactions with Methylated Histone Tails; Chromobox protein homolog 1 (Homo sapiens), P83916; AlphaScreen HP1-beta / biotin-H3K9me3 peptide binding; Potency, µM (series often up to 114 µM), without a hit: at the top dose activity change, negative = inhibition, usual class: inhibitors; 390,000 compounds, 0.56% hits; note: nearly all actives have a fitted effect of over 70% in size; inactives centre near 23
Target sequence (P83916 whole entry, looked up): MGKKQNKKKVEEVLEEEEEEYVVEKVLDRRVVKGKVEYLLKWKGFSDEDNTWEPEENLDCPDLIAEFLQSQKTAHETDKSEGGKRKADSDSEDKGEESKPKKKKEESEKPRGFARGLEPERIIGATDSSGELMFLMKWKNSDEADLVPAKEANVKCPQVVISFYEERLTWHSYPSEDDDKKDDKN
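HP1-beta protein (50 nM final) preincubated 30 min at room temperature with biotinylated H3(1-18)K9me3 peptide (50 nM) in PBS pH 7.4, 0.01% Tween-20, then compound added for 30 min. AlphaScreen streptavidin donor/nickel chelate acceptor beads (10 ug/mL final), 30 min dark, luminescence read.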
GLS inh – qHTS for Inhibitors of Glutaminase (GLS) | AID 624170, 2012 | 410,000 compounds, 0.21% hits | Potency, µM (top dose mostly 45.5 µM), without a hit: top-dose activity change, negative = inhibition, usual class: inhibitors | GLS enzymatic activity, qHTS titration | Glutaminase kidney isoform, mitochondrial (Homo sapiens), O94925; note: % is set by controls: 0 for no effect and ±100 for the full control effect
Target sequence (O94925 whole entry, looked up, canonical isoform): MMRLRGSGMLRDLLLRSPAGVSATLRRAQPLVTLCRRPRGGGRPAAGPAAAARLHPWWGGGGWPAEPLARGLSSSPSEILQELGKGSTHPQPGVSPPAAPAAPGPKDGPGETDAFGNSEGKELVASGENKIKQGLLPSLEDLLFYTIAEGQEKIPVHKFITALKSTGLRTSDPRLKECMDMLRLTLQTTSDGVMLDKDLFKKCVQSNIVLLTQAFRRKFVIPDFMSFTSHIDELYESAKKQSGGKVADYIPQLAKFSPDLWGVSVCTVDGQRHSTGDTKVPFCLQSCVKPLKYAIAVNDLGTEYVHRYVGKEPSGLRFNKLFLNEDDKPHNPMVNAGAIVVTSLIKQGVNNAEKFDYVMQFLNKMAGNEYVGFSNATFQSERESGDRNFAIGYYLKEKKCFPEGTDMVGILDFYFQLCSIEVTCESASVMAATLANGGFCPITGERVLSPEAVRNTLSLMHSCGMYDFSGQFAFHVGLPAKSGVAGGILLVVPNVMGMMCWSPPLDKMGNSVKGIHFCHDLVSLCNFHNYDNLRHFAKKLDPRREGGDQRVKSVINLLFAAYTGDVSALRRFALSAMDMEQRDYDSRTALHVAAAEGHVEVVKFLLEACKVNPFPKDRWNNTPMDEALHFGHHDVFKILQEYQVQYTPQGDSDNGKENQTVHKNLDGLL
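Coupled fluorescence readout: glutamate oxidase/HRP/Amplex Red detect glutamate formed by hKGA from L-glutamine (1 mM solution added). Buffer 45 mM KH2PO4 pH 8.2, 0.02% Tween-20; reads at t0 and 30 min RT.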
RGS4 inhibitor – Inhibitors of Regulator of G Protein Signaling (RGS) 4: qHTS. Regulator of G-protein signaling 4 (Homo sapiens), P49798. Transcreener GDP fluorescence polarization, RGS4-accelerated GTP hydrolysis. Potency, µM (top dose mostly 114 µM), without a hit: at the top dose activity change, negative = inhibition, usual class: inhibitors. 390,000 compounds, 0.039% hits; note: % is set by controls: 0 for no effect and ±100 for the full control effect; nearly all actives have a fitted effect of over 75% in size; some results filed as inactive show a strong effect at the top dose
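MLSMR compounds (23 nl, pin-transferred) preincubated 10 min at room temperature with a 500nM (2x) first reagent, then RGS4 at 900nM (2x) plus Transcreener GDP mix added; fluorescence polarization (620/688 nm) read before and after 90 min at 30 °C.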
ALOX12 inh – Primary qHTS assay for inhibitors of human arachidonate 12S-lipoxygenase (ALOX12): Round 2; purified 12hLO, xylenol orange hydroperoxide absorbance; Potency, µM (top dose mostly 108 µM), inactives show at the top dose activity change, negative = inhibition, usual class: inhibitors; 580,000 compounds, 1.1% hits; note: % is set by controls: 0 for no effect and ±100 for the full control effect
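Purified human 12hLO (150 nM final) in 25 mM Hepes, 0.01% Triton X-100, pH 7.0 was preincubated 15 min at room temperature with compound. Then 40 uM arachidonic acid was added, 30 min. Hydroperoxide was read by Fe-XO absorbance ratio 573/405 nm.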
ERG Ets-DNA blk – qHTS for Small Molecule Inhibitors of the ERG Ets/DNA interaction. Transcriptional regulator ERG (Homo sapiens), P11308. 370,000 compounds, 0.028% hits. Potency, µM (highest dose often 76.9 µM), inactives show at the highest dose FP activity, negative = inhibition, usual class: inhibitors. fluorescence polarization, His-ERG Ets domain / labelled DNA; active = well fitted inhibition curve with a large enough effect in the polarisation, with a control signal flat; inconclusive = small, poorly fitted or top-dose-only effect, or effect the other way, or a change in a side signal; inactive = no such curve, though single readings can be large or run the other way; the % refers to the polarisation;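 note: polarization taken with two DNA probes labelled with fluorescein and Texas red; % of control where 0% means no effect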
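His-tagged ERG Ets domain (1 uM in the protein solution; 300mM KCl, 50mM Tris-HCl, 1mM EDTA, 1mM DTT, pH 7.5) received compound, then a probe mix of 5 nM fluorescein-DNA and 100nM Texas-615-DNA. Fluorescence polarization was read for both dyes.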
PGK inhibitor – qHTS Assay to Find Inhibitors of Phosphoglycerate Kinase. Phosphoglycerate kinase, glycosomal (Trypanosoma brucei brucei), P07378. PGK/GAPDH coupled, Kinase-Glo luminescence, 60 min. Potency, µM (series often up to 57.5 µM), for the others: at the top dose activity change, negative = inhibition, usual class: inhibitors. 380,000 compounds, 0.043% hits. AID 602233, 2012; note: % is set by controls: 0 for no effect and ±100 for the full control effect; nearly all actives have a fitted effect of over 60% in size
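Recombinant glycosomal PGK reaction used 1,3-bisphosphoglycerate generated in-well by GAPDH (100nM final) in 100mM TEA pH 7.6, 5mM MgCl2, 0.01% Tween-20. After 60 minutes at room temperature, ATP was read by Kinase-Glo Plus luminescence end-point.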
TrxR1 inh – qHTS Assay for Inhibitors of Mammalian Selenoprotein Thioredoxin Reductase 1 (TrxR1): qHTS; Thioredoxin reductase 1, cytoplasmic (Rattus norvegicus), O89049; recombinant rTrxR1, NADPH fluorescence consumption, selenite substrate; Potency, µM (top dose mostly 114 µM), for the others: at the top dose activity change, negative = inhibition, usual class: inhibitors; 390,000 compounds, 1% hits; note: % is set by controls: 0 for no effect and ±100 for the full control effect; nearly all actives have a fitted effect of over 65% in size
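Rat TrxR1 (90 nM in the dispensed reagent) was pre-reduced with 400 uM NADPH for 5 min at room temperature, then incubated with compound for 15 min. After 400 uM selenite was added, NADPH fluorescence (Ex 340/Em 450 nm) was followed for 8 min.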
Pin1 inh – qHTS Assay to Find Inhibitors of Pin1 | Potency, µM (doses to about 115 µM), for inactives: at the highest dose activity, negative = inhibition, most hits filed as inhibitors | Pin1 FP peptide displacement, HiFluor488, 10 min | 390,000 compounds, 0.009% hits | Peptidyl-prolyl cis-trans isomerase NIMA-interacting 1 (Homo sapiens), Q13526; active = well fitted inhibition curve with a large enough effect in the polarisation, with a control signal flat, not every such curve was filed as active; inconclusive = small, poorly fitted or top-dose-only effect, or effect the other way, or a change in a side signal; inactive = no such curve, though single readings can be large or run the other way; the % refers to the polarisation; note: % is set by controls: 0 for no effect and ±100 for the full control effect
Target sequence (Q13526 whole entry, looked up): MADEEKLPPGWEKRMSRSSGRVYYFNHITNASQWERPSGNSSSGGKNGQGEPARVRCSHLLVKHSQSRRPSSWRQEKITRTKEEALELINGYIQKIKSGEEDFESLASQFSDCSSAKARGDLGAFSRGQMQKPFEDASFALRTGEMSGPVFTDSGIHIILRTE
Starred values were filed as active, the others as inactive; i = inactive; ? = inconclusive; . = no result given; [ ] = dose if it differs, or a comment. Unless noted, calls come from the whole dose curve; as a rule, active = well fitted curve in the direction sought with a large enough effect; inconclusive = small, poorly fitted or top-dose-only effect, or another doubt; inactive = no such curve, though single readings can be large; an effect the other way counts as inactive or inconclusive. Potency is the fitted concentration of half-maximal effect. An excerpt; count on the stated rates, not on these rows.

Compound | JMJD2A Tudor | HP1b binding inh | GLS inh | RGS4 inhibitor | ALOX12 inh | ERG Ets-DNA blk | PGK inhibitor | TrxR1 inh | Pin1 inh
CC1O[C@@H](O[C@H](C)CC/C=C/C(=O)O)C(O)C[C@H]1O (some centres undefined) | -3% | 48%[activator] | -3% | -12% | 2% | 4% | 0% | 18% | 0%
CCC1Oc2ccccc2N(CC(=O)Nc2ccc(OC)cc2OC)C1=O (centres undefined) | -4% | 12% | -1% | 9% | -19% | 1% | -5% | 22% | -1%
CN(C)C(CNC(=O)CCNC(=O)c1ccc(Cl)cc1)c1ccco1 (centres undefined) | -9% | 17% | 1% | -8% | 2% | -8% | -3% | 7% | 5%
Cn1ccc(C(=O)Nc2sc3c(c2C(N)=O)CCCCC3)n1 | -16% | -11% | 1% | -44% | -14% | 19% | i | 11%[57.1 µM] | -1%
C=C(c1ccc2nc(NC(=O)OC)[nH]c2c1)c1cccs1 | -17% | 9% | 3% | 13% | -7% | -12% | 5% | -4%[11.4 µM] | 10%
N#Cc1ccc(C#Cc2ccc3oc4ccccc4c(=O)c3c2)cc1 | -6% | 40%[activator] | -1% | 7% | -4% | -14% | -2% | 35%[57.1 µM] | 4%
COC(=O)C1(CCSC)NC(c2ccc(O)cc2)C2C(=O)N(c3ccc4c(c3)OCCO4)C(=O)C21 (centres undefined) | -17% | 12% | 40%[activator] | 26% | 0% | 3% | 14% | 2%[57.1 µM] | 1%
CCN1CCCC(NC(=O)c2cc([N+](=O)[O-])ccc2OC)C1 (centres undefined) | -5% | 43%[activator] | 2% | 16% | -9% | -4% | -10% | 5% | -7%
Oc1ccc(-c2[nH]ncc2-c2ccc(Br)cc2)c(O)c1 | -25% | 44%[activator] | 14% | ? | ? | 4% | . | 22% | -1%
CN(C)CCCN(Cc1ccc2c(c1)OCO2)C(=O)NC1CCCCC1 | -7% | 36% | -6% | -4% | ? | 9% | i | 1%[57.1 µM] | -7%
Cc1ccc(CNC(=O)c2sc3ncnc(N(C)C4CCCCC4)c3c2C)cc1 | -16% | -3% | 0% | 19% | -3% | 5% | . | 8%[57.1 µM] | -4%
CCC(C)Sc1ccc([C@H]2N[C@@](Cc3ccccc3)(C(=O)OC)[C@H]3C(=O)N(CC)C(=O)[C@@H]23)cc1 (some centres undefined) | -17% | 60%[activator] | -1% | -9% | -11% | 5% | i | 0% | ?
O=S(=O)(Nc1ccccc1Cl)c1ccc(NS(=O)(=O)c2cccs2)cc1 | -25% | 33%[activator] | -12% | -6% | -8% | 6% | -3% | 28%[0.0914 µM] | -2%
CCOC(=O)CSc1nc(-c2ccc(OCC)cc2)cc(C(F)(F)F)c1C#N | 9% | 44%[activator] | 1% | -7% | -14% | 1% | i | -4% | ?
COc1ccc(Cl)cc1NC(=O)C(=O)NCc1ccc(Cl)cc1 | 10% | 22% | -14% | -8% | 15% | 14% | -1% | 1% | 7%
Cc1ccc(S(=O)(=O)N2CCC(C(=O)NC3CCCCC3C)CC2)cc1 (centres undefined) | -9% | 29% | -1% | -15% | 3% | 3% | -5% | 19% | -2%
O=C1CC2C(=O)NCCN2C(=NC(=O)c2ccc(Cl)cc2)N1 (centres undefined) | -9% | 19% | -5% | -24% | 3% | 5% | 0% | 20%[57.1 µM] | -2%
Cc1ccc(S(=O)(=O)N2CCCC2C(=O)NC2CCCCC2)cc1 (centres undefined) | -9% | 35% | 5% | -2% | 0% | -1% | 5% | -4% | -1%
O=C(CC1CCCCC1)N=C1SC2CS(=O)(=O)CC2N1c1ccccc1 (centres undefined) | -20% | 17% | -1% | -22%[56.9 µM] | -1% | -7% | -1% | 13%[57.1 µM] | 3%
COc1ccc(CNC(=O)c2n[nH]c3ccccc23)cc1OC | 2% | 25% | -21% | -20% | 4% | 8% | -11% | 33%[57.1 µM] | -6%
COc1ccc(C(=O)/C=C/C(=O)N(CC(=O)NC2CCCCC2)Cc2cccs2)c(O)c1 | -13% | 14% | -13% | ? | ? | -4% | -6% | 1µM* | 23%
COc1cc(NC(=O)Cn2c(C)cc(C)c(C#N)c2=O)cc(OC)c1 | -21% | -7% | 1% | 1% | 7% | -1% | -2% | 14%[57.1 µM] | 0%
O=C(COC(=O)CC1CCCC1)Nc1ccccc1[N+](=O)[O-] | ? | ? | -4% | -7% | 35%[activator] | 8% | -9% | 7% | 1%
NC(=O)c1cc(S(=O)(=O)NCCCc2ccccc2)cs1 | -20% | 15% | 5% | ? | 16% | 12% | . | 15% | ?
CCOc1ccccc1OCC(=O)NNC(=S)NC1CCCCC1 | -6% | 59%[activator] | 0% | -17% | 0% | -3% | i | 22% | -4%

Rewritten field by field: two of the compounds above
Structure: Cn1ccc(C(=O)Nc2sc3c(c2C(N)=O)CCCCC3)n1
  JMJD2A Tudor: -16%; HP1b binding inh: -11%; GLS inh: 1%; RGS4 inhibitor: -44%; ALOX12 inh: -14%; ERG Ets-DNA blk: 19%; PGK inhibitor: i; TrxR1 inh: 11%[57.1 µM]; Pin1 inh: -1%

Structure: C=C(c1ccc2nc(NC(=O)OC)[nH]c2c1)c1cccs1
  JMJD2A Tudor: -17%; HP1b binding inh: 9%; GLS inh: 3%; RGS4 inhibitor: 13%; ALOX12 inh: -7%; ERG Ets-DNA blk: -12%; PGK inhibitor: 5%; TrxR1 inh: -4%[11.4 µM]; Pin1 inh: 10%

Carrying on.
Compound | JMJD2A Tudor | HP1b binding inh | GLS inh | RGS4 inhibitor | ALOX12 inh | ERG Ets-DNA blk | PGK inhibitor | TrxR1 inh | Pin1 inh
COc1ccc(C(CNC(=O)c2ccc(Br)o2)N2CCN(C)CC2)cc1 (centres undefined) | -1% | 22% | -15% | -45% | -30% | 6% | i | 8% | 2%
CC(C)CCNC(=O)CN(C(=O)CCC(=O)Nc1nccs1)C1CCCCC1 | -3%[57.1 µM] | 45%[activator] | -30% | -10% | -10% | -2% | 6% | 10%[57.1 µM] | -4%
O=C(NCCCN1CCOCC1)c1cc(-c2ccccc2)nc2ccccc12 | 1% | 14% | 2% | 35% | -8% | 7% | -9% | -12% | 6%
COc1cccc(CN(C)C(=O)c2ccc(COc3ccc(Cl)cc3)cc2)c1OC | 75%[activator] | 66%[activator] | 4% | -20% | -47% | 2% | i | -6%[57.1 µM] | 1%
CCCn1c(O)c(N=N)c2ccccc21 | -18% | 14% | 0% | -20% | 6% | -3% | -2% | 0% | 5%
COc1cc(-c2ccc(NC(=O)c3ccc(C)cc3)c(OC)c2)ccc1NC(=O)c1ccc(C)cc1 | -2% | 18% | 1% | 6% | 2% | -2% | . | 17% | ?
COc1ccc2c(c1)CN(C)S(=O)(=O)c1ccccc1-2 | -12% | 36% | 2% | -9% | 8% | 1% | -9% | 33% | -5%
O=C(Nc1ccccc1N1CCCCC1)c1ccc2nccnc2c1 | -23% | 25% | 11% | 25% | 7% | ? | 7% | -9% | -8%
CSCCC(NC(=O)c1ccccc1Br)C(=O)NCC(C)(C)N1CCOCC1 (centres undefined) | -12% | 8% | 3% | 21% | -12% | 25% | -4% | 2% | -4%
O=C(Nc1ccccc1N1CCCCC1)c1ccc(-c2cccc(Cl)c2)o1 | 2% | 14% | 7% | 3% | 0% | -8% | -4% | 12%[57.1 µM] | -11%
O=c1oc2ccccc2c(Nc2cc3ccccc3cc2O)c1[N+](=O)[O-] | ? | -8% | 0% | -31% | ? | 9% | 5% | -10%[57.1 µM] | -1%
Cc1ccc([N+](=O)[O-])cc1-c1[nH]c(-c2ccc(O)c(O)c2)nc1-c1ccccc1 | 40µM* | -43% | 47%[activator] | 41% | ? | -5% | 4% | 0%[57.1 µM] | -8%
CC(=O)c1cccc(OCc2cc(C(=O)NC3CCN(Cc4ccccc4)CC3)no2)c1 | -7% | 20% | -5% | 9% | 0% | 4% | i | 17% | 1%
CCOC(=O)C1(CCC(C)C)CC(CSc2nc3ccccc3[nH]2)OC1=O (centres undefined) | -10% | 50%[activator] | 0% | -17% | ? | . | . | 9% | 1%
Cc1ccc2ncccc2c1NS(=O)(=O)c1ccccc1 | ? | 27% | -6% | -53% | ? | 8% | -10% | 15%[57.1 µM] | -4%
CC(=O)Nc1ccc(NC(=O)C23CC4CC(C2)CC(n2cnc(Br)n2)(C4)C3)cc1 | 7% | 25% | -17% | -21% | -17% | -16% | -9% | 12%[57.1 µM] | -8%
O=C(Nc1ccccc1C(=O)N/N=C/c1ccncc1)c1ccccc1 | -7% | 38% | 0% | 6% | 2% | 28% | ? | 27% | 2%
C=CCc1cc(/C=C/c2nc(O)c([N+](=O)[O-])c(=O)[nH]2)cc(OC)c1O | -26%[57.1 µM] | -6% | ? | -28% | 40µM* | 5% | -24% | ? | ?
COc1cccc(NC(=O)c2cccnn2)c1 | -12% | 36%[activator] | 3% | 13% | 0% | 10% | i | -3% | -6%
